Compound activity deposited in PubChem BioAssay by several laboratories.
SUMO Mot1 rescue: yeast Mot1-301 growth rescue at high temperature, primary screen, SUMOylation pathway inhibitor project, S. cerevisiae, ATP luminescence, 38.5C | S. cerevisiae Mot1-301 growth rescue; percent above DMSO median, 100 means doubled | growth rescue, % at 18.8 µM | hit rate 1% among 320,000 | AID 2716, 2010;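 active means every valid replicate shows activation above 250% relative to neutral control wells; inactive means the rest, any valid replicate at or below 250%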;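 further: OY570 slx delta 5 strain wells were the positive control but not used for scaling; some compounds called inactive have numbers as strong as hits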
Arr AP2 block: inhibitors of beta-arrestin/AP2 binding, primary screen, biochemical, GPCR trafficking, flow cytometry | beta-arrestin 1 C-terminal peptide binding to AP2 beta2-adaptin appendage (human) | FITC-arrestin peptide / GST-AP2 beads; AP2 beta2 appendage carries R879A mutation | inhibition, % at 10 µM | hit rate 0.31% among 340,000 | AID 504490, 2011;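 active means inhibition above a set limit, near 3 SD of compounds lacking own fluorescence, cut at about 54% in these data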;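 further: plate controls were DMSO wells for no effect and 5 µM unlabelled arrestin peptide for full effect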
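System: GST-tagged AP2 beta2-adaptin appendage (R879A) on 4 µm glutathione beads / Reagent: FITC-arrestin peptide, 50 nM / Detection: HyperCyt-sampled flow cytometry, FL1 channel, ex 488/em 535 nm / Timing: 12 min plus 1 h, RT / Buffer or medium: PBS plus Tween 20 (0.05%) and BSA (0.1%)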
AddAB inh: growth inhibition of E. coli expressing H. pylori AddAB, primary screen, AddAB inhibitor project, absorbance. inhibition, % at 11.9 µM. AID 435030, 2010. hit rate 0.29% among 330,000; in the data active means inhibition above about 12%;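 further: 0% = vehicle wells of infected cells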
PKA-R1A activ: activators of PKA-R1A holoenzyme, primary screen, biochemical, fluorescence polarization, Cy5-IP20, bovine R1A, mouse PKAc; cAMP-dependent protein kinase type I-alpha regulatory subunit (Bos taurus) + …; PKA-R1A dissociation; scaled: DMSO 0%, 113 µM cGMP 100%; activation, % at 11.4 µM; hit rate 0.083% among 340,000; AID 504707, 2011;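 active means percent activation above the mean of all tested compounds plus 3 SD, cut at about 19% in these data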;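 further: higher means more PKAc released from R1A so a rise in polarization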
OPRM1-OPRD1 inv: inverse agonists of MOR-DOR heterodimerization, primary screen, cell-based, luminescence; Mu-type opioid receptor (Homo sapiens) + Delta-type opioid receptor (Homo sapiens), …; cell-based MOR-DOR heterodimer luminescence, inverse agonism; hit rate 0.21% among 340,000; inhibition, % at 9.3 µM; in the data active means inhibition above about 22%, passing the limit was not always enough;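 further: 0% = cells with DMSO and 100% = wells without cells with DMSO; values of inactives mirror those of a sister screen read the other way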
phage Ecoli inh: growth loss of phage-infected E. coli, primary screen, RecBCD inhibitor project, absorbance, with phage, HTS. inhibition, % at 11.9 µM. hit rate 0.26% among 360,000. AID 651602, 2012; in the data active means inhibition above about 11%
Tat export inh: E. coli Tat export inhibitors, primary screen, MC4100, TorA-mCherry reporter, fluorescence, single point | inhibition, % at 10 µM | hit rate 0.036% among 340,000;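 active means mean replicate inhibition at least 50% and at least half of replicates individually reaching 50%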;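 further: exported cargo escapes ClpAP degradation while cytoplasmic cargo is degraded and loses fluorescence; 0% = median of neutral control wells and 100% = median of NaSCN control wells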
E coli growth: E. coli V3065 growth inhibition, primary screen, counter-screen for AddAB inhibitor project, absorbance, OD600. 18 h. inhibition, % at 11.9 µM. hit rate 0.27% among 330,000. AID 449728, 2010;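 active means inhibition above the campaign's mean inhibition across all tested compounds plus 3 SD, cut at about 9.9% in these data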;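 further: uninfected addAB+ strain grown without phage in ampicillin broth; 0% = DMSO wells and 100% = ciprofloxacin 0.95 µg/ml wells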
MOR-DOR ag: agonists of OPRM1-OPRD1 heterodimerization, primary screen, cell-based, luminescence; Mu-type opioid receptor (Homo sapiens) + Delta-type opioid receptor (Homo sapiens), …; cells; activation, % at 9.3 µM; hit rate 0.3% among 340,000; AID 504326, 2011; in the data active means activation above about 18%;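 further: 0% = vehicle-treated cells and 100% = reference agonist; values of inactives mirror those of a sister screen read the other way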
PfHsp90 yeast 2: growth inhibition of PfHsp90-expressing yeast, primary screen, antimalarial PfHsp90 inhibitor project, S. cerevisiae, BacTiter-Glo luminescence, single point, set 2 | BacTiter-Glo ATP, 48 h; yeast lacking PDR1 and PDR3 efflux regulators | inhibition, % at 9.4 µM | hit rate 0.32% among 310,000 | AID 504621, 2011;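 active means every replicate shows inhibition above about 80%, whatever the replicate mean, limit read from the data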;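 further: 0% = DMSO neutral controls and 100% = 20 µM radicicol positive controls; yeast relying on Plasmodium falciparum Hsp90 in place of its own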
DSG3 Ab inh: inhibitors of pemphigus antibody binding to DSG3, primary screen, biochemical, bead-based, flow cytometry, scFv-GFP; Desmoglein-3 (Homo sapiens), P32926; DSG3-coupled beads, scFv-anti-DSG3-GFP binding; active compounds read low; AID 588358, 2011; hit rate 0.48% among 310,000; binding (percent of control), % at 10 µM;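 active means binding more than 3 SD below its plate's average and above zero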;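 further: hits lower antibody fragment binding to DSG3; some compounds called inactive have numbers as strong as hits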
Target sequence (P32926 whole entry, looked up, the tested form may be a part): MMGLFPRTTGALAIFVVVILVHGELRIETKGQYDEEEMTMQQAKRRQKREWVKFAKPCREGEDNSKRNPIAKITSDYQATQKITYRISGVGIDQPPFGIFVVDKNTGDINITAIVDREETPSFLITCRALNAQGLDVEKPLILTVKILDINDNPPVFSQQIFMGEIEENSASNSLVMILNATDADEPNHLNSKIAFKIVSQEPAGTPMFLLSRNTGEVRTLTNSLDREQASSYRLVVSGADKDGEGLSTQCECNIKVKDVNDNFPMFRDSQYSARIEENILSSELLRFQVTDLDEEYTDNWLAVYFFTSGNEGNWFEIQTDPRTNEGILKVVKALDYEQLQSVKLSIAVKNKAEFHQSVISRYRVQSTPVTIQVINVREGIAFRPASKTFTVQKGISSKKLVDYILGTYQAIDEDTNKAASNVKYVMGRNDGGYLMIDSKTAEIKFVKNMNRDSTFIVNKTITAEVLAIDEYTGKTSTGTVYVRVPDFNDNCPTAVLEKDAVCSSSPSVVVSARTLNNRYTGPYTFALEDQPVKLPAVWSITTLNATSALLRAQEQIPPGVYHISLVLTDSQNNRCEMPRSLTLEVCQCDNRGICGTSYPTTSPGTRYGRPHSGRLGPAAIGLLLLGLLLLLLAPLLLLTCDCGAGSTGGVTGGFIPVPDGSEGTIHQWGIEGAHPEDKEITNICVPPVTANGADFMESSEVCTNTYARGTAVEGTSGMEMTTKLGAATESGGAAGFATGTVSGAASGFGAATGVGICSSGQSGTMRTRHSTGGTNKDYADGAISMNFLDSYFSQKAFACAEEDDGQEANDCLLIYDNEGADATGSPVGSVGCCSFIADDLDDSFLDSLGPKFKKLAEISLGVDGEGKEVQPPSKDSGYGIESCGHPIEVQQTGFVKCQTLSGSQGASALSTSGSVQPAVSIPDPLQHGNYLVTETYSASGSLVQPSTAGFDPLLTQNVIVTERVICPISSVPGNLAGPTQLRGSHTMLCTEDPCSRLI
Numbers without * were called inactive; . = no result given.

SMILES	SUMO Mot1 rescue	Arr AP2 block	AddAB inh	PKA-R1A activ	OPRM1-OPRD1 inv	phage Ecoli inh	Tat export inh	E coli growth	MOR-DOR ag	PfHsp90 yeast 2	DSG3 Ab inh
O=C(COC(=O)COc1ccc(Cl)cc1)NC1CCCCC1	5	21	0.3	4	16	0.3	-10	-0.9	-2.9	15	96
O=C1c2cc(O)c(O)cc2S(=O)(=O)C1c1ccccc1 (stereo unspecified)	-13	-1	0.1	5	6	-3.7	5	-0.3	-1.1	9	100
CCN(CC)C(=O)Cn1cc(/C=C(\C#N)C(=O)N2CCN(c3ccccc3)CC2)c2ccccc21	2	-3	-2.0	-10	12	2.8	12	-3.7	-2.3	1	107
CCOC(=O)c1c(S(=O)(=O)Nc2ccccc2OCC)c(C)n(C)c1C	-7	7	-0.8	9	7	6.3	-2	-0.2	-1.5	6	88
CN(CC(=O)Nc1cccc(F)c1)C(=O)C1CCN(S(=O)(=O)c2ccc3c(c2)OCCO3)CC1	-7	34	0.6	5	7	-1.0	-4	-1.3	-1.3	-20	108
CC(=O)c1c(C)nc(Nc2nc3ccccc3s2)nc1C	-3	-8	0.9	.	.	2.1	.	-3.0	.	.	109
COc1ccc(NC(=O)C(NS(=O)(=O)c2cccs2)C(C)C)cc1Cl (stereo unspecified)	-9	-4	1.8	-3	-4	1.4	2	-0.7	0.5	9	90
CCOc1ccccc1N1CCN(C(=S)NCc2ccco2)CC1	-3	9	0.8	5	5	2.7	0	-2.2	-0.8	15	102
C/C(N)=C(/C#N)C(=O)COC(=O)CNS(=O)(=O)c1ccc2ccccc2c1	418	-5	4.8	-2	9	3.3	-3	-1.5	-1.7	9	94
CCOC(=O)C1=C(C)NC(c2cccs2)C(=O)N1 (stereo unspecified)	-17	1	-0.8	-11	13	5.0	-2	-2.1	-2.7	-16	104
Cc1cc(C)cc(NC(=S)NCCN2CCOCC2)c1	-3	-9	-2.5	-9	14	-0.2	3	-3.2	-2.6	20	87
COc1ccc(S(=O)(=O)Nc2ccc(Cl)cn2)cc1	184	-15	4.2	-3	10	0.0	3	-0.8	-2.0	7	102
CCN(CC)c1ccc(NC(=O)CN2CCN(CC(=O)Nc3ccc(OC)cc3)CC2)cc1	17	10	2.9	4	-2	0.6	4	-0.7	0.3	-26	104
CC(C)c1nc(N2CCCC2)c(C#N)c2c1CCCC2	-10	-19	3.0	1	-2	-1.6	0	0.2	0.3	3	.
O=C(NCc1ccccn1)c1cc2ccccn2n1	9	11	0.8	-7	11	1.2	0	1.6	-2.1	1	106
COCc1nnc(NC(=O)C2CC(=O)N(C3CCCCC3)C2)s1 (stereo unspecified)	62	-1	0.0	-7	8	1.0	1	-0.3	-1.6	-14	112
COc1ccc(-c2nn(-c3ccccc3)cc2CNCCN2CCOC2=O)c(F)c1	-12	14	0.5	-3	-7	1.6	3	-2.0	1.3	10	100
CN(c1ccc(OCC(=O)Nc2ccccc2C(=O)O)cc1)S(=O)(=O)c1ccc(Cl)cc1	10	-15	5.2	2	1	2.8	5	1.1	-0.3	.	91
COc1ccc(NC(=O)C2CCN(c3cnccn3)CC2)cc1Cl	34	25	1.2	-8	4	4.6	-3	-3.2	-0.8	-1	94
NC(=O)CC(O)c1cccc(Cl)c1 (stereo unspecified)	172	22	3.2	7	-3	2.4	-2	1.9	0.5	-7	105
CCCNC(=O)NC(=O)COC(=O)c1ccc(S(=O)(=O)N(C)c2ccccc2OC)cc1	178	2	1.3	1	3	5.8	7	1.3	-0.7	-13	97
N#Cc1cc([N+](=O)[O-])ccc1NC(=O)COC(=O)c1cnccn1	-2	10	-0.2	-1	6	2.0	1	1.5	-1.2	10	.
COc1ccc(C)cc1Nc1n[n+](-c2ccccc2)c(-c2cccc(Cl)c2Cl)s1	9	5	0.9	0	7	4.0	5	0.2	-1.6	-27	100
COc1ccc(-n2cc(C(=O)c3cc(Cl)ccc3O)cc(C#N)c2=O)cc1	-2	-17	-0.6	-3	-3	1.2	1	-0.8	0.6	-14	106
CCCn1nnnc1NC(=O)COc1ccc(CC)cc1	9	-1	-4.8	-2	12	-1.2	-7	-3.2	-2.0	-28	98

The final 2 entries of the part above are carried over, then new ones follow.
SMILES	SUMO Mot1 rescue	Arr AP2 block	AddAB inh	PKA-R1A activ	OPRM1-OPRD1 inv	phage Ecoli inh	Tat export inh	E coli growth	MOR-DOR ag	PfHsp90 yeast 2	DSG3 Ab inh
COc1ccc(-n2cc(C(=O)c3cc(Cl)ccc3O)cc(C#N)c2=O)cc1	-2	-17	-0.6	-3	-3	1.2	1	-0.8	0.6	-14	106
CCCn1nnnc1NC(=O)COc1ccc(CC)cc1	9	-1	-4.8	-2	12	-1.2	-7	-3.2	-2.0	-28	98
C/C(=N/Nc1ccnc2cc(Cl)ccc12)c1ccc(N)cc1	11	11	2.4	-4	-115	1.9	-6	2.0	21*	-14	.
COc1ccc(S(=O)(=O)N2CCCN(CC(=O)Nc3cc(NC(C)=O)ccc3OC)CC2)cc1	411	6	-1.4	8	5	2.2	-11	-0.4	-0.8	-4	99
O=C(NCCc1ccc(Cl)cc1)C12CC3CC(CC(O)(C3)C1)C2	6	-13	0.1	-5	14	2.3	2	0.9	-2.6	10	97
O=C(Nc1cccc(Cl)c1)C1CCCN(C2=NS(=O)(=O)c3ccccc32)C1 (stereo unspecified)	.	6	.	-6	4	0.5	5	.	-0.5	.	99
O=c1[nH]cnc(O)c1C1C=CC=CC=C1	.	11	.	5	16	0.9	-12	.	-3.0	.	94
O=C(CN1C(=O)COc2ccccc21)NC1CCCC1	4	-3	1.6	-3	-29	1.1	-3	0.4	4.2	-13	116
C[N+](C)(C)CCOP(=O)(O)OP(=O)([O-])OC[C@H]1O[C@@H](n2ccc(N)nc2=O)[C@H](O)[C@@H]1O	16	-1	-4.3	7	6	.	-2	-2.7	-1.1	21	100
COc1cc(NC(=O)CN2CCN(CC(=O)Nc3ccccc3OC)CC2)cc(OC)c1	518*	21	0.6	-5	17	1.7	-5	1.7	-3.7	-6	95
Cc1nc2nc[nH]n2c(=O)c1NC(=O)c1c(-c2ccccc2Cl)noc1C	16	27	3.0	-15	11	1.4	5	-0.6	-2.4	-3	97
Cc1ccc(C(=O)OCC(=O)Nc2ccccc2C(F)(F)F)cc1S(=O)(=O)N1CCCCC1	.	5	.	-2	20	4.5	7	.	-4.0	-15	101
O=C(Cn1cc(-c2nnnn2-c2ccc(Cl)cc2)c(=O)c2ccccc21)c1ccccc1	-5	28	2.0	3	8	4.0	-1	0.1	-1.4	.	110
Cc1nc(SCC(=O)N(CC(C)C)C2CCS(=O)(=O)C2)c2ccccc2n1 (stereo unspecified)	-7	12	1.1	-2	10	1.1	-5	1.2	-2.4	.	97
O=C(CCN1C(=O)c2ccccc2C1=O)N1CCN(c2ccccn2)CC1	4	8	3.0	1	-18	2.1	-6	2.9	3.4	-4	106
CCN(C(=O)CSc1nc2cc(S(=O)(=O)N(CC)CC)ccc2n1CC)C1CCS(=O)(=O)C1 (stereo unspecified)	-5	-13	-0.2	-1	14	3.3	-6	-1.8	-2.8	36	93
CC(Oc1ccc(C(=O)c2ccccc2)cc1)C(=O)Nc1ccc(S(N)(=O)=O)cc1 (stereo unspecified)	-25	-3	-0.3	-14	5	3.0	-11	-1.3	-1.0	-2	106
COCc1ccc(C(=O)N2CCCC(C(=O)c3ccc(SC)cc3)C2)s1 (stereo unspecified)	-7	7	5.4	-16	10	-2.4	1	2.6	-1.9	12	97
CCc1ccc(NC(=O)CS(=O)CC(=O)Nc2ccc(-n3cnnn3)c(C)c2)cc1 (stereo unspecified)	-5	11	3.4	6	4	0.9	-11	-1.9	-0.8	-2	102
O=C(OCCN(C1=NS(=O)(=O)c2ccccc21)c1ccc(Cl)cc1)c1ccco1	-9	8	2.0	-10	-9	0.5	6	0.0	1.7	4	109
OC(CSc1ccccc1Cl)CN1CCN(c2ccc(F)cc2)CC1 (stereo unspecified)	44	10	1.6	9	-68	3.8	0	0.1	12	13	109
Cc1ccc(-c2nnc(SCC(=O)N/N=C/c3ccc(C)s3)n2-c2ccccc2)cc1	6	2	-0.7	5	1	2.5	-2	-3.2	-0.2	-30	.
COc1ccc(CCNC(=O)CNC(=O)c2ccc(Br)o2)cc1OC	11	14	-0.5	6	18	-0.1	-5	-1.7	-3.2	-30	110
O=S(=O)(NCc1ccco1)c1ccc(S(=O)(=O)N2CCCCC2)cc1	33	7	-2.9	-16	10	.	4	-2.6	-1.9	25	.
COCCCn1c(-c2ccccc2Cl)n[nH]c1=S	9	19	2.9	2	9	2.5	1	1.9	-1.5	3	100
CC(C)(C)OC(=O)N1CCCC(C(=O)Nc2cccc(C(=O)NCCCc3ccccc3)c2)C1 (stereo unspecified)	.	-12	.	-3	10	-1.1	-4	.	-2.1	1	93
Cc1ccc2c(c1)N(C)/C(=C/c1cccc[n+]1C)S2	18	-51	1.5	-9	25	-0.1	0	-2.1	-4.5	-15	91
(cont.)
SMILES	SUMO Mot1 rescue	Arr AP2 block	AddAB inh	PKA-R1A activ	OPRM1-OPRD1 inv	phage Ecoli inh	Tat export inh	E coli growth	MOR-DOR ag	PfHsp90 yeast 2	DSG3 Ab inh
CC(C)(C)n1ncc2c(=O)n(CC(=O)OCc3ccccc3)cnc21	-7	-5	2.5	1	-2	4.4	11	0.2	0.3	-8	92
COc1ccc(/C=N/c2c(-c3ccc(OC)cc3)nc3n2CCS3)cc1	-34	-2	-0.5	-6	-2	1.2	-1	-2.0	0.4	-10	99
Cc1cccnc1NS(=O)(=O)c1cccc([N+](=O)[O-])c1	-19	3	0.4	10	13	2.1	-8	-1.9	-2.5	-11	108
CCC(C)Nc1nc(OC(C(F)(F)F)C(F)(F)F)nc(OC(C(F)(F)F)C(F)(F)F)n1 (stereo unspecified)	-4	13	0.4	-7	1	2.6	-5	-0.6	-0.2	18	101
COc1cc(NC(=O)CSc2nnnn2Cc2ccc3c(c2)OCO3)cc(OC)c1	7	-1	1.7	7	9	1.8	-6	0.5	-1.5	-5	88
CCC(=O)Nc1ccc(NC(=O)c2ccco2)c(OC)c1	10	4	2.7	6	-1	2.4	-1	0.8	0.2	17	94
COc1cccc(NC(=S)NCc2ccc(F)cc2)c1	-13	-16	2.6	3	-3	1.1	-10	4.6	0.6	-13	104
